Assay outcomes from PubChem BioAssay.
NPSR antagonist = neuropeptide S receptor (human) antagonism, cAMP; CHO-NPSR cells, cAMP TR-FRET, antagonist mode; AID 1461; Potency, µM (highest dose often 38.3 µM), for inactives: at the highest dose activity change, negative = inhibition, usual class: inhibitors; Q6W5P4; 220,000 tested, 1% active; further: potency means the concentration at half of the fitted maximal effect; on the % scale 0 is the no-effect control and ±100 the full control effect; nearly all actives have a fitted effect of over 50% in size; many of its hits are not listed in these tables
Target sequence (Q6W5P4 whole entry, looked up): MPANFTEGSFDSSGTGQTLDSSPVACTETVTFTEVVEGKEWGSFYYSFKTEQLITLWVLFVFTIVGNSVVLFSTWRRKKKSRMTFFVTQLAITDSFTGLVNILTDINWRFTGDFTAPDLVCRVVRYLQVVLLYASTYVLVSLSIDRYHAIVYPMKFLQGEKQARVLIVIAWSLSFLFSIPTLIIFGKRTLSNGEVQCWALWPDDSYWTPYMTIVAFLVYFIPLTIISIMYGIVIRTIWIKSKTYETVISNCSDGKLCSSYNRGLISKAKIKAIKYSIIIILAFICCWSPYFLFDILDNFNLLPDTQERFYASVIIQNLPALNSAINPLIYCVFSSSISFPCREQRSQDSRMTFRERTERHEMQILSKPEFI
CBFb-RUNX1 inh = inhibitors of human CBF-beta and RUNX1 interaction. 230,000 tested, under 10 active. AID 1477. Potency, µM (doses to about 59.8 µM), inactives show at the top dose activity, negative = inhibition, actives largely listed as inhibitors. AlphaScreen CBFb-His/RUNX1-biotin binding, biochemical; further: % of control where 0% means no effect
Target sequence (Q01196 whole entry, looked up): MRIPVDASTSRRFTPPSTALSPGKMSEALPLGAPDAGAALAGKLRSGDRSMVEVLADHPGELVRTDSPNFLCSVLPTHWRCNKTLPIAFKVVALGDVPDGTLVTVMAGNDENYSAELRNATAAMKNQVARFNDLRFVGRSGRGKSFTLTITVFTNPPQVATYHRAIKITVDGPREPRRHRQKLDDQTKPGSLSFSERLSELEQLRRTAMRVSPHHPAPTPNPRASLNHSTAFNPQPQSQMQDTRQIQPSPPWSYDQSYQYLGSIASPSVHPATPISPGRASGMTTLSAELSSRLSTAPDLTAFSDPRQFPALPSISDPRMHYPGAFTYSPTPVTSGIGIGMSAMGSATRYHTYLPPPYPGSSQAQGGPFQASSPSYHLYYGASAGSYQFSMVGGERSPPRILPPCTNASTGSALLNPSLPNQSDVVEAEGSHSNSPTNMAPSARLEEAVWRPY
Target sequence (Q13951 whole entry, looked up): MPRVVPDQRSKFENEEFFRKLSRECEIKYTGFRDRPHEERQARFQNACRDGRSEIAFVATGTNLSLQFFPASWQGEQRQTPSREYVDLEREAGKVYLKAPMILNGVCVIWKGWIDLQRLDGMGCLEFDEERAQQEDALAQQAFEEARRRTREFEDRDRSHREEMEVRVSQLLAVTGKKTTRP
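Bead-based AlphaScreen assay; binding partners His-tagged CBF-beta and biotinylated RUNX1 at 30 nM each. Compound exposure 15 min after a 20-min protein preincubation; bead step 90 min; all steps at room temperature.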
L3MBTL1 inh = blocks human L3MBTL1. Q9Y468. AlphaScreen L3MBTL1–H3K9me1 peptide binding. Potency, µM (titrated, usually from 57.1 µM), for inactives: top-dose activity, negative = inhibition, hits mostly inhibitors. 230,000 tested, 0.66% active. AID 485360; further: potency means the concentration at half of the fitted maximal effect; on the % scale 0 is the no-effect control and ±100 the full control effect; nearly all actives have a fitted effect of over 60% in size
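L3MBTL1 50 nM + b-AHA-H3(1-15)K9me1 75 nM, 30 min RT; compound added, 30 min RT; streptavidin donor/Ni-chelate acceptor beads 10 ug/mL each final, 30 min RT dark; AlphaScreen read.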
Epigenetic reg = epigenetic control regulation, reporter derepression. 280,000 tested, 0.2% active. Potency, µM (top dose mostly 53.9 µM), inactives show at the top dose GFP activation, most hits filed as activators. murine LDR cells, GFP reporter derepression, 30 h. AID 1865; further: potency means the concentration at half of the fitted maximal effect; % of control where 0% means no effect; nearly all actives have a fitted effect of over 60% in size
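Murine LDR cells carrying a silenced, genomically integrated CMV-driven GFP reporter were exposed to compound for 30 hours at 37 C. After PBS washes, GFP-positive cells (20–120 um objects) were counted by laser-scanning microplate cytometry.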
Luc counter = Kinase-Glo luciferase inhibition (counter-screen). 200,000 tested, 0.28% active. Kinase-Glo luciferase, ATP luminescence, 8 min. AID 1379. Potency, µM (top dose mostly 38.3 µM), for inactives: at the top dose activity change, negative = inhibition, most hits filed as inhibitors; further: potency means the concentration at half of the fitted maximal effect; on the % scale 0 is the no-effect control and ±100 the full control effect; nearly all actives have a fitted effect of over 60% in size
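Kinase-Glo luciferase light output from ATP and luciferin was measured with 10 uM ATP, within the enzyme's linear range. Buffer: 50 mM imidazole pH 7.2, 50 mM KCl, 7 mM MgCl2, 0.01% Tween 20, 0.05% BSA; luminescence read after 8 min at ambient temperature.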
IMPase Li cell = cell-permeable IMPase inhibitors with lithium potentiation | CHO-M1 cells, IP1 TR-FRET (IP-One), carbachol + lithium | Potency, µM (highest dose often 59.4 µM), for inactives: top-dose activity, negative = IMPase inhibition, most hits filed as inhibitors | 210,000 tested, 0.35% active | AID 1457;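 further: IP1 builds up when IMPase is blocked and the TR-FRET signal falls; potency means the concentration at half of the fitted maximal effect; plate controls were basal vehicle for no effect and high inhibitor control for full effect; nearly all actives have a fitted effect of over 50% in size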
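CHO cells stably expressing M1 receptor (2000/well) were cultured 16–30 h, then exposed to compounds with a small lithium addition for 30 min at 37C. IP1 was measured by TR-FRET competition; AC50 from Hill fits.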
HttQ103 aggreg = inhibitors of mutant huntingtin aggregate formation in PC12 cells. PC12 HttQ103-GFP aggregates, Acumen cytometry, 40 h. Potency, µM (top dose mostly 46.1 µM), for inactives: top-dose activity change, negative = inhibition, actives largely listed as inhibitors. 220,000 tested, 1.1% active; further: potency means the concentration at half of the fitted maximal effect; on the % scale 0 is the no-effect control and ±100 the full control effect; nearly all actives have a fitted effect of over 60% in size
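PC12 cells stably carrying ecdysone-inducible HTT exon 1 Q103–GFP were induced with tebufenozide (100 nM final) and treated with library compounds in titration. GFP aggregates in lysates were counted by laser scanning cytometry.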
* hit, by the source's call; u = inconclusive; x = no result given; & = joins results of further samples; [ ] = dose if it differs, or a comment. The call rests on the fitted dose curve; in most records, active means well fitted curve in the direction sought with a large enough effect; inconclusive means small, poorly fitted or top-dose-only effect, or another doubt; inactive means no such curve, though single readings can be large; an effect the other way counts as inactive or inconclusive.

SMILES	NPSR antagonist	CBFb-RUNX1 inh	L3MBTL1 inh	Epigenetic reg	Luc counter	IMPase Li cell	HttQ103 aggreg
Cc1csc(NC(=O)CN(C)S(=O)(=O)c2cccc3cccnc23)n1	-3%[46.1 µM]	-9%	x	0.7%	23%	10%[38.3 µM]	-1%
O=C(O)c1cccnc1Sc1ccccc1	20%	u	4%	-4.1%	0%	-7%	-2%
O=C(CCN1C(=O)c2ccc([N+](=O)[O-])cc2C1=O)Nc1nccs1	11%	5%	19%	1.9%	2%	-3%	-4%
C=C(Cl)COC(=O)[C@H]1C2C=CC(C2)C1C(=O)O (stereo partly specified)	6%[46.1 µM]	9%	2%	0.0%	3%	1%	-9%
NC(=O)c1ccc(C(F)(F)F)n(Cc2cccc(Cl)c2)c1=O	-21%[46.1 µM]	6%	53%[activator]	-1.2%	0%	6%[38.3 µM]	-15%
COc1ccc(Cl)cc1NC(=O)CN1CCCC1	7%	1%	-3%	-0.3%	-1%	13%	-7%
O=C(c1ccc(Cl)c(S(=O)(=O)N2CCCC2)c1)N1CCN(c2ccccc2F)CC1	-18%	2%	-9%[11.4 µM]	-1.2%	4%	6%	u
O=C(NCC1CCCO1)c1cc(C(=O)c2ccc(Cl)cc2Cl)c[nH]1 (stereo unspecified)	-2%	-1%	2%	-0.4%	4%	5%	-23%
O=C(Nc1cccc(C(=O)O)c1)/C(=C\C=C\c1ccccc1)NC(=O)c1ccccc1	-8%	-8%	6%	-1.3%	-3%	0%	14%[9.22 µM]
O=C(Cc1ccccc1)N/N=C/c1ccc(OCC(=O)Nc2ccccc2)cc1	-23%[46.1 µM]	18%	6%	3.3%	3%	18%[38.3 µM]	14%
CCOC(=O)c1[nH]c(C)c(C(=O)NCc2ccc(C)cc2)c1C	-8%[46.1 µM]	2%	x	0.8%	0%	1%[38.3 µM]	-11%
COc1ccc(S(=O)(=O)N2CCCCC2)cc1NC(=O)CSc1nccn1C	8%	2%	-29%	-0.6%	-1%	-5%	10%
Cn1c(NCCCO)nc2c(c1=O)C1(CCCCC1)Cc1ccccc1-2	14%[46.1 µM]	15%	-1%	1.0%	4%	-7%[38.3 µM]	14%
CCOc1ccccc1NC(=O)CCCN1C(=S)NC(C)(C)CC1C (stereo unspecified)	15%	-2%	-5%	-0.9%	-2%	1%	-17%
CC[C@H](C)/C=C(C)/C=C/C(=O)Cc1cc(O)c(C)c(O)c1C=O	-13%	4%	x	3.6%	x	x	-12%[9.22 µM]

An excerpt from above in order of count of non-hydrogen atoms, falling.
SMILES	NPSR antagonist	CBFb-RUNX1 inh	L3MBTL1 inh	Epigenetic reg	Luc counter	IMPase Li cell	HttQ103 aggreg
O=C(Nc1cccc(C(=O)O)c1)/C(=C\C=C\c1ccccc1)NC(=O)c1ccccc1	-8%	-8%	6%	-1.3%	-3%	0%	14%[9.22 µM]
O=C(c1ccc(Cl)c(S(=O)(=O)N2CCCC2)c1)N1CCN(c2ccccc2F)CC1	-18%	2%	-9%[11.4 µM]	-1.2%	4%	6%	u
O=C(Cc1ccccc1)N/N=C/c1ccc(OCC(=O)Nc2ccccc2)cc1	-23%[46.1 µM]	18%	6%	3.3%	3%	18%[38.3 µM]	14%
COc1ccc(S(=O)(=O)N2CCCCC2)cc1NC(=O)CSc1nccn1C	8%	2%	-29%	-0.6%	-1%	-5%	10%
Cn1c(NCCCO)nc2c(c1=O)C1(CCCCC1)Cc1ccccc1-2	14%[46.1 µM]	15%	-1%	1.0%	4%	-7%[38.3 µM]	14%
CCOc1ccccc1NC(=O)CCCN1C(=S)NC(C)(C)CC1C (stereo unspecified)	15%	-2%	-5%	-0.9%	-2%	1%	-17%
O=C(CCN1C(=O)c2ccc([N+](=O)[O-])cc2C1=O)Nc1nccs1	11%	5%	19%	1.9%	2%	-3%	-4%
CC[C@H](C)/C=C(C)/C=C/C(=O)Cc1cc(O)c(C)c(O)c1C=O	-13%	4%	x	3.6%	x	x	-12%[9.22 µM]
NC(=O)c1ccc(C(F)(F)F)n(Cc2cccc(Cl)c2)c1=O	-21%[46.1 µM]	6%	53%[activator]	-1.2%	0%	6%[38.3 µM]	-15%
COc1ccc(Cl)cc1NC(=O)CN1CCCC1	7%	1%	-3%	-0.3%	-1%	13%	-7%
O=C(O)c1cccnc1Sc1ccccc1	20%	u	4%	-4.1%	0%	-7%	-2%

(listing goes on)
SMILES	NPSR antagonist	CBFb-RUNX1 inh	L3MBTL1 inh	Epigenetic reg	Luc counter	IMPase Li cell	HttQ103 aggreg
CC(C)(C)c1cc(NC(=O)Nc2ccc(Br)cc2Cl)no1	-34%	-1%	-7%[11.4 µM]	14%	1%	20%	u
Cc1ccc(N2C(=O)C(NC(=O)c3ccccc3)(C(F)(F)F)C3=C2CC(C)(C)CC3=O)cc1 (stereo unspecified)	-12%	-12%	5%	-1.9%	5%	-7%	-14%
COc1ccc(OC)c(NC(=O)CC2SC(=Nc3ccccc3)N(CCc3ccccn3)C2=O)c1 (stereo unspecified)	5%	-20%	0%	0.0%	-3%	2%	15%
O=C(c1ccco1)N1CCN(S(=O)(=O)c2ccc(C3CCCCC3)cc2)CC1	-13%[46.1 µM]	2%	6%	-4.8%	3%	34%[38.3 µM]	-23%
CSCCC(=O)N1CCCC(CNC(=O)c2ccccc2Cl)C1 (stereo unspecified)	-6%	-2%	2%	0.0%	-1%	-1%	35%[9.22 µM]
S=C(NC1CCCCC1)N1CCN(c2ncccn2)CC1	-6%	8%	-3%	-3.8%	0%	2%	4%[9.22 µM]
CCOC(=O)c1c(C)[nH]c(N=Nc2ccccc2C)c1C	u	u	x	1.5%	-4%	20%[38.3 µM]	-7%
CN(C)CCNc1cnn(-c2ccccc2)c(=O)c1Cl	-15%	-3%	-15%	-1.0%	-8%	8%	-1%[9.22 µM]
Cc1ccc(NC(=S)N/N=C2/CCCc3c(C)cc(C)cc32)cc1	-10%[46.1 µM]	3%	x	4.3%	-1%	3%[38.3 µM]	3%
O=C(NC1CCCCC1)C(=O)c1c(-c2ccccc2)[nH]c2ccccc12	-6%	-2%[2.36 µM]	-6%	-0.5%	-1%	8%	2%
Cc1cccc(C2NC(=O)c3c(sc(C)c3C)N2)c1O (stereo unspecified)	-19%[46.1 µM]	3%	-14%	3.4%	-6%	1%[38.3 µM]	-1%
CC(=O)Cc1nsc(NC(=O)c2ccc(-c3ccc(Cl)c(Cl)c3)o2)n1	-30%	3%	1%	1.1%	3%	0%	u
CCCN(CCC)CCCNc1ccc(C(=O)Nc2cccc(OC)c2)cc1[N+](=O)[O-]	-28%	-11%	x	-0.2%	-1%	22%	4%
CCc1ccc(N2C(=O)C3C4CCC(C4=C(C)C)C3C2=O)cc1 (stereo unspecified)	-18%	0%	9%	1.0%	14%	-1%	-10%
O=c1[nH]c2ccc(S(=O)(=O)N3CCCCC3)cc2o1	-6%[46.1 µM]	5%	-4%	-0.3%	2%	3%	1%
CCC1CC(/C(C)=N/NC(N)=O)OC1=O (stereo unspecified)	22%	1%	x	0.3%	1%	-9%	-6%
Cc1cc(Br)cc(C)c1NC(=S)NC(=O)CC(C)C	-19%[46.1 µM]	6%	x	1.0%	-2%	12%[38.3 µM]	-7%
c1ccc(Cc2nnc(N3CCCCC3)c3ccccc23)cc1	u	-8%	8%	-0.3%	0%	0%	u
CC(C)CNC(=O)CC(c1ccccc1)c1ccccc1	-5%	-6%	15%	-1.3%	-2%	7%	-20%[9.22 µM]
O=c1[nH]c2cc(NCCO)c([N+](=O)[O-])cc2[nH]1	-40%	-2%	-12%	-1.7%	-4%	25%	15%
Cc1ccc(O)c(C(=O)c2coc(=N)c(C(=O)NC(C)C)c2)c1	-4%[46.1 µM]	3%	x	-2.0%	-7%	23%[38.3 µM]	-12%
O=C1Nc2ccccc2/C1=N\N=C\C1=C(N2CCOCC2)C(=C\c2ccccc2)/CC1	u	-19%	-10%	4.5%	u	5%[38.3 µM]	10%
C/C(=N\NC(=O)CCC(=O)O)c1c(-c2ccccc2)c2cc(Br)ccc2[nH]c1=O	2%	14%	x	0.1%	x	x	0%[9.22 µM]
C[C@@H](C(=O)NCc1ccc(S(C)(=O)=O)cc1)[C@@H]1C[C@@]1(C)[C@@H](NC(=O)OCc1ccccc1)c1ccccc1	-6%	-2%[2.36 µM]	-2%	-1.6%&2.4%	0%&1%	16%&1%	16%
Cc1ccc(CNS(=O)(=O)c2c(C)n(C)c(=O)n(C)c2=O)cc1	5%	19%	x	1.0%	x	x	-34%[9.22 µM]
COC(=O)C1=C(C)NC(=S)NC1c1ccc(OC(=O)c2ccco2)cc1 (stereo unspecified)	-20%	-1%	-1%	-4.3%	-3%	8%	28%[9.22 µM]
CC(=O)c1cc(Cl)ccc1OC(=O)c1ccco1	3%[46.1 µM]	9%	-2%[11.4 µM]	-2.1%	2%	25%[38.3 µM]	-2%
COc1c(CO)cc(CO)cc(CO)c1=O	x	10%	x	-1.1%	-1%	-11%	x
CCN1C(=O)C(CC(=O)Nc2ccc(OC)cc2)N(Cc2ccc3c(c2)OCO3)C1=S (stereo unspecified)	4%	-18%	-7%	-1.1%	0%	3%	16%
O=c1cc(O)nc(SCc2ccc(Cl)cc2)[nH]1	-12%[46.1 µM]	-27%	-9%	-0.9%	0%	-31%[38.3 µM]	-13%
O=C(CSc1nc2c(cnn2-c2ccccc2)c(=O)[nH]1)c1ccc(Cl)cc1	-15%	-2%	-2%	-1.0%	-1%	4%	6%
O=C(OC1CCOC1=O)c1ccc2ccccc2n1 (stereo unspecified)	17%[46.1 µM]	11%	-3%	4.5%	1%	-8%[38.3 µM]	-5%
CCCCNCc1cc(Cl)c(OCCC)c(OCC)c1	-9%[46.1 µM]	2%	x	2.3%	-4%	26%[38.3 µM]	8%
O=C(c1ccc2c(c1)OCO2)C1CCCN(Cc2cn[nH]c2-c2ccccc2)C1 (stereo unspecified)	7%	9%	-7%	-2.9%	-1%	4%	9%
Cc1cccc(C(=O)N2CCN=C2SCc2ccc([N+](=O)[O-])cc2)c1	-21%	-8%	-18%	-1.4%	7%	17%	19%
Cc1ccc(N2C(=O)NC(C(F)(F)F)(C(F)(F)F)C3=C2CC(C)(C)CC3=O)cc1	-7%	-3%	3%	1.0%	-2%	0%	12%
CCC1CCCCN1c1nc(-c2cccc(OC)c2O)nc2ccccc12 (stereo unspecified)	-28%[46.1 µM]	-12%	u	-4.2%	x	x	u

These rows are one share of the data (hit frequency here may not be typical).
